NLRP3 yeast inh = NALP3 inflammasome inhibitors in reconstituted yeast, primary screen, luminescence, uHTS; 330,000 tested, 0.39% active; Yeast reconstituted NLRP3/ASC/caspase-1, beta-gal luminescence, 24 h; inhibition, % at 10 µM;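 active = inhibition of 50% or more; inactive = inhibition below 50%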;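 also: plate controls were induced DMSO wells for no effect and uninduced yeast grown without galactose for full effect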
HKDC1 inhibitor = HKDC1 hexokinase inhibitors, primary screen, biochemical, fluorescence, uHTS; Q2TB90; recombinant HKDC1, G6PDH/diaphorase resazurin coupled fluorescence; inhibition, % at 20 µM; 340,000 tested, 0.16% active;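 active = inhibition above about 35% when tested at 20 µM, limit read from the data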;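 also: plate controls were DMSO wells with enzyme for no effect and DMSO wells lacking enzyme for full effect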
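test system = in-house recombinant HK5 (HKDC1) enzyme | amount = HKDC1 at 5 µg/mL | control set = DMSO-enzyme wells negative, buffer-substituted wells positive | compound = one dose of 20 µM, 1% DMSO | schedule = reaction time 90 min, room temperature, protected from light | technique = resorufin fluorescence at 613 nm | reagent = glucose with 1 mM ATP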
SENP6 block = SENP6 protease inhibitors, primary screen, biochemical, luminescence, uHTS; Sentrin-specific protease 6 (Homo sapiens), Q9GZR1; Recombinant SENP6 catalytic domain, aminoluciferin luminescence; inhibition, % at 10 µM; 330,000 tested, 1.8% active; AID 2599, 2010;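 active = inhibition above about 50% at the single tested dose, limit read from the data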;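 also: plate controls were DMSO wells with enzyme for no effect and DMSO wells lacking enzyme for full effect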
Target sequence (Q9GZR1 628-1112 limits assumed): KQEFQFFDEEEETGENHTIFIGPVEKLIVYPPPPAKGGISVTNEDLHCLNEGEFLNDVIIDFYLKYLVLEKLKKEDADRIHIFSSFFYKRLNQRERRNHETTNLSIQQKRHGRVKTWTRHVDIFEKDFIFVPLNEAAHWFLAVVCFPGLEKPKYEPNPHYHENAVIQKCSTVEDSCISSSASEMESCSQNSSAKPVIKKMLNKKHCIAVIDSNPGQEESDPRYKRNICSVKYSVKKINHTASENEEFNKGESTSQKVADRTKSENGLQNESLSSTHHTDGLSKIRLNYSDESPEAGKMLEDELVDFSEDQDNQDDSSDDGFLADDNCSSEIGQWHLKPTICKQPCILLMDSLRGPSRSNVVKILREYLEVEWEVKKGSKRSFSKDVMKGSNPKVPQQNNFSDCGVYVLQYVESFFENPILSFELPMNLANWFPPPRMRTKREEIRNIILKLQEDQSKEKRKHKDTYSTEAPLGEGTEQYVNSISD
Apaf1 inhib = inhibitors of human Apaf-1 apoptosome, primary screen, biochemical, DEVD-Rh110 fluorescence, uHTS; 330,000 tested, 0.71% active; inhibition, % at 20 µM; reconstituted apoptosome caspase-3 activity; active = inhibition of at least 40% at 20 µM;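 also: plate controls were DMSO wells for no effect and DEVD-CHO caspase inhibitor wells for full effect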
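Medium: Hepes buffer, pH 7.5 / System: biochemical Apaf-1 apoptosome reconstitution / Measured by: Rh110 fluorescence, excitation 480 nm, emission 540 nm / Times: compound with Apaf-1, dATP, procaspase-3 30 min, then 50 min reaction, room temperature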
PfG6PD inh = PfG6PD enzyme inhibitors, primary screen, biochemical, fluorescence intensity, uHTS | glucose-6-phosphate dehydrogenase-6-phosphogluconolactonase (Plasmodium falciparum 3D7) | PfGluPho enzyme, NADPH resazurin-diaphorase fluorescence | inhibition, % at 20 µM | 350,000 tested, 0.78% active | AID 504690, 2011;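 active = inhibition reaching at least a set limit at 20 µM in the primary screen, cut at about 59% in these data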;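 also: 0% = DMSO wells with substrate and 100% = DMSO wells lacking glucose-6-phosphate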
SENP8 block-1 = SENP8 protease inhibitors, primary screen, biochemical, luminescence | AID 2540, 2010 | Sentrin-specific protease 8 (Homo sapiens), Q96LD8 | inhibition, % at 10 µM | 330,000 tested, 1.2% active | purified SENP8, Z-RLRGG-aminoluciferin cleavage; in the data active = inhibition above about 50%
Target sequence (Q96LD8 whole entry, looked up): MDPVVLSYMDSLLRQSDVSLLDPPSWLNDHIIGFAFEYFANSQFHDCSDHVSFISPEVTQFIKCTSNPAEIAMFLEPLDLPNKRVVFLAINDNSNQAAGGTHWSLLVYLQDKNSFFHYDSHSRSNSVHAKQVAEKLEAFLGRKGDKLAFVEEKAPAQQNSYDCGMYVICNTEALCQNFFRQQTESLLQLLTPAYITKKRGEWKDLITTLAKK
SENP1 FRET inh = human SENP1 catalytic domain inhibitors, primary screen, biochemical, FRET, uHTS. recombinant SENP1 catalytic domain, CyPet-SUMO1-YPet FRET cleavage. inhibition, % at 10 µM. 360,000 tested, 0.21% active. AID 624204, 2012;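 active = inhibition at least 30% at 10 µM, raw YFP signal under a set limit, fluorescence ratio 0.5 to 1.5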;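 also: 0% = enzyme with DMSO and 100% = no enzyme wells; some results filed as inactive read as strong as hits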
Target sequence (Q9P0U3 419-644 limits assumed): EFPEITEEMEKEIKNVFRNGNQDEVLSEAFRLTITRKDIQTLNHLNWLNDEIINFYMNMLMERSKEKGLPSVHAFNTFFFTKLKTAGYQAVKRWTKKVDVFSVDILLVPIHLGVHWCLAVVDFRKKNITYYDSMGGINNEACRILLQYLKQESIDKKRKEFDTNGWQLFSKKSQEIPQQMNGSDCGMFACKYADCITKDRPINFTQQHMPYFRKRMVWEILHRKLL
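System: Recombinant human SENP1 catalytic domain, His6-tagged | Incubation: Enzyme reaction for 50 min at room temperature, dark | Medium: Tris pH 8 with BME, BSA, NP40 and catalase | Also added: 25 nM SUMO1 FRET substrate | Compound: 10 µM single point, 0.5% DMSO | Measured by: FRET fluorescence in CFP and YFP emission channels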
SENP7 inh = SENP7 protease inhibitors, primary screen, biochemical, luminescence, uHTS; recombinant SENP7, Z-RLRGG-aminoluciferin luminescence, 40 min; inhibition, % at 5 µM; 330,000 tested, 1.5% active; AID 434973, 2010;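 active = inhibition above about 50% at the single test dose, limit read from the data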;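 also: plate controls were DMSO with enzyme for no effect and no enzyme buffer wells for full effect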
SENP8 block-2 = human SENP8 protease inhibitors, primary screen, biochemical, fluorescence, Nedd8 protein substrate, uHTS; recombinant SENP8; 360,000 tested, 0.64% active; AID 602440, 2012; Sentrin-specific protease 8 (Homo sapiens), Q96LD8; inhibition, % at 20 µM; in the data active = inhibition mostly above about 40%, no sharp cut-off; inactive = mostly below about 27%
Starred values were filed as active, the others as inactive; · = not tested or not shown.

SMILES	NLRP3 yeast inh	HKDC1 inhibitor	SENP6 block	Apaf1 inhib	PfG6PD inh	SENP8 block-1	SENP1 FRET inh	SENP7 inh	SENP8 block-2
CC(C)Nc1nc(NC(C)C)nc(Nn2cnnc2)n1	-7	-9	-15	-4	-10	1	0	2	9
CCOC(=O)C1CCCN(c2ccc(NC(=O)c3snc4c(=O)[nH]cnc34)cc2)C1 (stereo not drawn)	12	-1	-6	-3	17	0	5	8	29
COCCCNC(=O)c1cc(OC)c(OC)c(OC)c1	3	0	6	-5	-11	-4	-1	-2	7
O=C(Nc1ccccn1)c1cc(-n2cnnc2)ccc1Cl	14	-3	-3	-12	-1	-1	-3	-1	18
CC(=O)N1c2ccc(S(=O)(=O)N3CCCCC3)cc2CC1C(=O)Nc1cccc(C)c1 (stereo not drawn)	8	-3	-7	-1	6	-8	-3	-5	-2
CCCC[n+]1ccn(C2=C([O-])c3ccccc3C(=O)/C2=N\S(=O)(=O)c2ccc(Br)cc2)c1	-2	2	49	59*	56	-1	2	22	74*
CNc1cnn(-c2ccc(C)cc2)c(=O)c1Sc1ccc(C)cc1	32	-1	1	-2	-5	2	0	-2	1
Cn1c(=O)[nH]c(=O)c2[nH]c(NCCCN3CCOCC3)nc21	12	-5	-2	-2	-1	-4	1	1	20
COc1cc(CC(NC(C)=O)C(=O)NC2CCN(C(=O)Nc3ccccc3Cl)CC2)cc(OC)c1 (stereo not drawn)	14	-10	-5	5	0	0	2	-1	18
Cc1cccc(N2CCN(C(=O)c3cc(COc4ccc(F)c(F)c4)on3)CC2)n1	19	0	9	17	11	2	1	-10	4

5 compounds from above, arranged by their value in SENP7 inh, low to high.
| SMILES | NLRP3 yeast inh | HKDC1 inhibitor | SENP6 block | PfG6PD inh | SENP1 FRET inh | SENP7 inh |
| --- | --- | --- | --- | --- | --- | --- |
| Cc1cccc(N2CCN(C(=O)c3cc(COc4ccc(F)c(F)c4)on3)CC2)n1 | 19 | 0 | 9 | 11 | 1 | -10 |
| CC(=O)N1c2ccc(S(=O)(=O)N3CCCCC3)cc2CC1C(=O)Nc1cccc(C)c1 (stereo not drawn) | 8 | -3 | -7 | 6 | -3 | -5 |
| CNc1cnn(-c2ccc(C)cc2)c(=O)c1Sc1ccc(C)cc1 | 32 | -1 | 1 | -5 | 0 | -2 |
| Cn1c(=O)[nH]c(=O)c2[nH]c(NCCCN3CCOCC3)nc21 | 12 | -5 | -2 | -1 | 1 | 1 |
| CC(C)Nc1nc(NC(C)C)nc(Nn2cnnc2)n1 | -7 | -9 | -15 | -10 | 0 | 2 |

Continued:
SMILES	NLRP3 yeast inh	HKDC1 inhibitor	SENP6 block	Apaf1 inhib	PfG6PD inh	SENP8 block-1	SENP1 FRET inh	SENP7 inh	SENP8 block-2
CCOC(=O)C1=NNC2(c3ccc(C)cc3)C(=O)N(c3ccc(Cl)cc3)C(=O)C12 (stereo not drawn)	9	-4	-15	23	3	-14	2	0	23
O=C(NC1CC1)c1ccc2c(c1)ncn2C1CCCC1	13	-9	28	-6	-1	-5	0	9	12
CC(C)(C)NC(=O)CN(CCN1CCOCC1)C(=O)CNS(=O)(=O)c1ccc(Cl)cc1	18	-8	-10	-1	7	-2	-1	-4	1
Cc1ccccc1Cn1nc(C)c(NC(=O)C(F)(F)F)c1C	2	-8	-5	1	6	-8	2	-13	11
COc1ccc(OC)c(NC(=O)/C=C/c2ccccc2[N+](=O)[O-])c1	28	15	17	-3	17	-5	0	-8	25
CCCn1nc(NC(=O)c2cccs2)c2cc3cc(C)ccc3nc21	25	12	12	19	15	-5	-34	-7	-417
COc1ccc(OC)c(S(=O)(=O)Nc2ccc(O)c3ccccc23)c1	12	27	2	13	37	-1	2	4	18
CCN(CC(=O)Nc1ccc(NC(C)=O)cc1)C(=O)c1ccc(N2C(=O)c3ccccc3C2=O)cc1	·	-8	·	·	-3	·	-1	·	11
O=C(NCCO)c1cccc(S(=O)(=O)N2CCCCC2)c1	16	-6	-5	-17	7	0	4	-9	0
NC(=O)C1CCN(CC(=O)Nc2ccccc2Sc2ccccc2)CC1	0	9	6	-5	6	0	4	4	8
CC(CCc1ccccc1)N1CCN(Cc2ccccc2)CC1 (stereo not drawn)	5	-11	-12	11	9	-7	2	-13	30
O=C(c1ccc(COc2ccc(F)cc2)o1)n1cccn1	-1	-5	37	3	-12	3	1	2	8
COc1ccc(CNC(=O)CCN2C(=S)NC(C)(C)CC2C)cc1 (stereo not drawn)	-3	-9	-30	-15	3	-3	2	-9	10
CCC(=O)Nc1cccc(NC(=O)CSc2nnnn2Cc2ccccc2)c1	-1	-2	-6	9	-3	-4	0	-13	12
C=CCN(C(=O)c1csnn1)C(C(=O)NC1CCCC1)c1ccc(Cl)cc1 (stereo not drawn)	13	0	-12	7	-5	0	4	-10	7
Cc1cc(C)n(CCNC(=O)c2ccco2)n1	16	-5	7	-2	-6	-2	0	6	0
CCOc1ccc(NC(=O)c2ccccc2NS(C)(=O)=O)cc1	9	-11	3	-14	-3	-5	1	5	-7
O=S(=O)(Oc1ccccc1)c1ccc(Cl)c(Cl)c1	·	-5	·	·	22	·	0	·	-1
CC(NCc1ccc(OCC(N)=O)cc1)C12CC3CC(CC(C3)C1)C2 (stereo not drawn)	28	0	-8	-14	-12	0	1	-1	12
O=C(O)c1cccc(CN2C(=O)c3ccccc3C2=O)c1	-1	-2	19	3	-34	-2	2	2	24

Looked up above.
HKDC1 inhibitor with CC(NCc1ccc(OCC(N)=O)cc1)C12CC3CC(CC(C3)C1)C2 (stereo not drawn) is entered as 0
Apaf1 inhib with O=C(c1ccc(COc2ccc(F)cc2)o1)n1cccn1 is entered as 3
SENP7 inh with Cc1cc(C)n(CCNC(=O)c2ccco2)n1 is entered as 6
SENP8 block-2 with COc1ccc(CNC(=O)CCN2C(=S)NC(C)(C)CC2C)cc1 (stereo not drawn) is entered as 10
HKDC1 inhibitor with O=S(=O)(Oc1ccccc1)c1ccc(Cl)c(Cl)c1 is entered as -5
Apaf1 inhib with C=CCN(C(=O)c1csnn1)C(C(=O)NC1CCCC1)c1ccc(Cl)cc1 (stereo not drawn) is entered as 7
SENP7 inh with O=C(O)c1cccc(CN2C(=O)c3ccccc3C2=O)c1 is entered as 2

(continued)
SMILES	NLRP3 yeast inh	HKDC1 inhibitor	SENP6 block	Apaf1 inhib	PfG6PD inh	SENP8 block-1	SENP1 FRET inh	SENP7 inh	SENP8 block-2
COc1ccccc1C(CNC(=O)c1cccc(NS(=O)(=O)c2ccc(C)c(F)c2)c1)N(C)C (stereo not drawn)	11	-5	-15	21	-2	-2	1	7	-4
O=C(O)CNc1nc(-c2ccccc2)nc2c1oc1ccccc12	9	0	-6	-18	-7	4	0	6	13
Cc1ccccc1-c1cc(C(=O)NCc2cccc(Br)c2)nn1CC1CC(c2cccc([N+](=O)[O-])c2)=NO1 (stereo not drawn)	17	-3	-7	10	3	-3	0	0	12
O=S(=O)(c1ccc(OCC(O)CN2CCN(c3ccc(F)cc3)CC2)cc1)N1CCOCC1 (stereo not drawn)	19	-5	-23	-8	-13	1	0	-9	13
CCOC(=O)N1CCN(C(=O)c2ccc([N+](=O)[O-])cc2Cl)CC1	18	-1	23	-11	5	9	-1	2	10
CCOP(=O)(O)c1ccccc1OCCOc1ccccc1P(=O)(O)OCC	6	1	-10	-21	-16	0	0	1	9
CCOC(=O)C(C#N)=CN1CCN(C(=O)CCCl)c2ccccc21	·	2	·	·	1	·	2	·	-13
O=C(CSc1nnc(-c2ccc(Br)o2)n1Cc1ccccc1)c1ccccc1F	4	2	-1	25	-6	-1	-2	5	18
NC1=NC2(CCC(c3ccccc3)CC2)n2c(nc3ccccc32)N1 (stereo not drawn)	2	-3	-3	17	-7	7	2	4	5
CCOC(=O)CNNC(=O)Nc1ccc(Cl)c(Cl)c1	-18	-13	5	0	36	5	1	4	12

Record cards (already shown).
CCOC(=O)CNNC(=O)Nc1ccc(Cl)c(Cl)c1 in the list: NLRP3 yeast inh = -18; HKDC1 inhibitor = -13; SENP6 block = 5; Apaf1 inhib = 0; PfG6PD inh = 36; SENP8 block-1 = 5; SENP1 FRET inh = 1; SENP7 inh = 4; SENP8 block-2 = 12
O=S(=O)(c1ccc(OCC(O)CN2CCN(c3ccc(F)cc3)CC2)cc1)N1CCOCC1 (stereo not drawn) in the list: NLRP3 yeast inh = 19; HKDC1 inhibitor = -5; SENP6 block = -23; Apaf1 inhib = -8; PfG6PD inh = -13; SENP8 block-1 = 1; SENP1 FRET inh = 0; SENP7 inh = -9; SENP8 block-2 = 13

More records
SMILES	NLRP3 yeast inh	HKDC1 inhibitor	SENP6 block	Apaf1 inhib	PfG6PD inh	SENP8 block-1	SENP1 FRET inh	SENP7 inh	SENP8 block-2
COC(=O)CSc1nc(C)cc(C)n1	1	-8	8	8	-1	-8	0	-1	5
COc1cc(/C=C/C(=O)NCc2nc3ccccc3[nH]2)cc(OC)c1OC	-8	-3	-8	-18	-5	0	-3	4	-322
COc1ccc(-c2cn3c(C)c(C(=O)Nc4cccc(NC(C)=O)c4)sc3n2)cc1	16	0	6	-3	33	6	-2	6	-50
CCOC(=O)N1CCC2(CC1)CC(=O)c1c(ccc3oc(C(=O)O)c(C)c13)O2	13	1	3	10	-16	-1	-1	3	-417
Cc1ccc(CN2CC(C(=O)Nc3ccc(S(=O)(=O)Nc4cc(C)nc(C)n4)cc3)CC2=O)cc1 (stereo not drawn)	22	1	-8	-8	5	0	0	-1	14
COC(=O)c1ccc(OC)c(CN2CCCN(Cc3ccc(F)cc3)S2(=O)=O)c1	5	-2	-3	21	3	-9	1	-10	8
Cc1ccc(S(=O)(=O)CC(=O)NCc2ccc(Cl)cc2)cc1	5	-3	-1	-9	4	4	2	-5	-6
COc1ccc(OC)c(NC(=O)C2CCCN(S(C)(=O)=O)C2)c1 (stereo not drawn)	-2	-6	-5	-10	8	-9	2	10	12
CCCN(CC(=O)Nc1c(C)cccc1CC)C(=O)SCC	-16	3	-11	5	-7	-8	-1	-11	25
COC(=O)c1ccccc1NC(=S)N(Cc1ccc2c(c1)OCO2)Cc1cc2cc(C)ccc2[nH]c1=O	13	-5	-6	8	11	-1	1	-3	-38
CC(=O)C1=C(C)NC(=O)CC1c1ccc(F)cc1 (stereo not drawn)	3	-12	-8	9	14	-14	-1	-5	-5
CCN1C(=O)[C@@H]2[C@@H](c3ccc(SC4CCCCC4)cc3)N3CCC[C@@]3(C(=O)OC)[C@@H]2C1=O	17	-1	-10	16	18	0	-2	0	-1
Cc1ccc(SCC(=O)N(Cc2nc(-c3ccccc3)no2)C(C)C)cc1	12	-2	5	21	15	-1	1	-8	25

Bioassay records deposited in PubChem by Sanford-Burnham Center for Chemical Genomics.
